Sm TGR block = blocks Schistosoma mansoni thioredoxin glutathione reductase. purified TGR, DTNB reduction, TNB absorbance 405 nm. Potency, µM (top dose mostly 114 µM), for the others: at the highest dose activity change, negative = inhibition, actives largely listed as inhibitors. actives 3% (n = 360,000). AID 485364; also: nearly all actives have a fitted effect of over 60% in size
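First, TGR (20 nM dispensed) and NADPH were mixed with compound. Second, a 15 min room-temperature incubation followed. Third, further NADPH and then DTNB were added to start the reaction. Finally, TNB absorbance was monitored kinetically.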
LmPK inh = blocks Leishmania mexicana pyruvate kinase activity | Q27686 | purified LmPK, Kinase-Glo ATP luminescence, 1 h | Potency, µM (top dose mostly 57.5 µM), inactives show at the highest dose activity change, negative = inhibition, hits mostly inhibitors | actives 0.37% (n = 290,000)
Target sequence (Q27686 whole entry, looked up): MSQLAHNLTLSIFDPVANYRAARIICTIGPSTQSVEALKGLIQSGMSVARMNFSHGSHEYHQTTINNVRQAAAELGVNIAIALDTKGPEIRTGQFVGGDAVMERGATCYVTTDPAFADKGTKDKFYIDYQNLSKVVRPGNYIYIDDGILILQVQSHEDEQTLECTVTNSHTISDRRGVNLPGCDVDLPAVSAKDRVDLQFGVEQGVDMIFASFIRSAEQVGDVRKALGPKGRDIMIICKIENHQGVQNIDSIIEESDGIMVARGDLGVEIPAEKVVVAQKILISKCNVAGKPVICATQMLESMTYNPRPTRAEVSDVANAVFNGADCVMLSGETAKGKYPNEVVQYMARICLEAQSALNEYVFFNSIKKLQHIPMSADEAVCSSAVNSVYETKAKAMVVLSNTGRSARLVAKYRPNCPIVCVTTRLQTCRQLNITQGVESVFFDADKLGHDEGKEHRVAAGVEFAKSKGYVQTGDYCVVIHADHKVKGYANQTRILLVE
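Kinase-Glo luminescence read after 1 h RT reaction of 0.1 nM LmPK with 0.5 mM PEP and 0.1 mM ADP. Activity scaled between uninhibited and enzyme-free controls.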
HCV inhibitor = blocks hepatitis C virus; Potency, µM (highest dose often 41.8 µM), for inactives: at the top dose activity change, negative = inhibition, hits mostly inhibitors; actives 3.4% (n = 340,000); AID 651820; Huh7.5.1 HCVcc-Cre infection, luciferase reporter, 44 h
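Cells seeded at 1,000/well and cultured 4 h, then compounds added followed by HCVcc-Cre virus (~0.5 moi). After 44 h further culture, luciferase substrate was added, plates held 15 min at room temperature, and luminescence read for 15 sec.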
Pf growth 96h = P. falciparum growth inhibition at 96 hours; P. falciparum luciferase reporter growth, 96 h; AID 504834; actives 6.9% (n = 320,000); Potency, µM (series often up to 28.7 µM), for inactives: at the highest dose activity change, negative = inhibition, actives largely listed as inhibitors
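Parasite growth measured via integrated firefly luciferase reporter in P. falciparum. Infected erythrocytes at 2% hematocrit, 0.05% parasitemia final were treated 96 hours at 37 C under 5% CO2, and luminescence was read.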
TbPYK inhibitor = inhibitors of Trypanosoma brucei pyruvate kinase | Potency, µM (top dose mostly 76.8 µM), for inactives: at the highest dose activity, negative = inhibition, actives largely listed as inhibitors | actives 0.12% (n = 410,000) | TbPYK enzyme, Kinase-Glo Plus ATP luminescence, 45 min | Q57TT1; also: nearly all actives have a fitted effect of over 50% in size
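Assay buffer: 50 mM TEA pH 7.2, 100 mM KCl, 10 mM MgCl2, 0.05% BSA, 0.01% Tween-20. Pyruvate kinase from T. brucei plus substrate met compound, then ADP (130 uM final). Luminescence was read post 45 min RT.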
Pf growth 48h = inhibits P. falciparum growth in the first generation, 48 h; actives 5.9% (n = 310,000); Potency, µM (top dose mostly 28.7 µM), without a hit: top-dose activity change, negative = inhibition, actives largely listed as inhibitors; P. falciparum luciferase growth in erythrocytes, 48 h
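Read-out is firefly luciferase luminescence from an integrated reporter in P. falciparum, so falling signal marks reduced parasite growth. Infected erythrocytes were at 2% hematocrit and 0.1% parasitemia (final) in Albumax-supplemented RPMI 1640.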
Numbers without * were called inactive; ? = inconclusive; nt = not tested or not shown; [ ] = dose if it differs, or a comment. Calls follow the shape of the dose curve; as a rule, active = well fitted curve in the direction sought with a large enough effect; inconclusive = small, poorly fitted or top-dose-only effect, or another doubt; inactive = no such curve, though single readings can be large; an effect the other way counts as inactive or inconclusive. % is scaled to controls: 0 for no effect and ±100 for the full control effect; potency is read from the fitted curve at half-maximal effect.

nr	Structure	Sm TGR block	LmPK inh	HCV inhibitor
1	Cc1ccc(NC(=O)/C(=C/c2cccc([N+](=O)[O-])c2)NC(=O)C2CCCCC2)c(C)c1	8%	-1%	-7%
2	CCN(CC)c1ccc(/C=C2\C(=O)N(c3nnc(C)c(=O)[nH]3)N=C2C)cc1	-14%	-18%	14%
3	O=C(NCc1ccccc1)c1ccc(-c2ccccc2C(F)(F)F)o1	?	1%	3%[8.37 µM]
4	N#CC1=C(N)N(c2ccc(F)cc2)C2=C(C1c1ccc(O)cc1)S(=O)(=O)CC2 (stereo not given)	1.8µM*	-2%	3%
5	CCSc1nnc(NC(=O)C2CCN(S(=O)(=O)c3c(C)c(C)cc(C)c3C)CC2)s1	2%	-1%	0%
6	CCOc1ccc(OCC)c(NC(=O)CNS(=O)(=O)c2cccs2)c1	5%	1%	-23%
7	COCCNC(=S)N(c1ccccc1)C(C)C	10%	-1%	?
8	N#CCCn1cc(CNC2CCC(O)CC2)c2ccccc21 (stereo not given)	-10%	-1%	6%
9	C=CC[C@@H](C)CC(=O)C(CCCN=[N+]=[N-])SOOc1ccccc1 (stereo not given in full)	1%	nt	-20%
10	CC1CN(C(=O)c2ccccc2C(=O)c2ncc[nH]2)CC(C)O1 (stereo not given)	-13%	2%	3%
11	CC(C)c1ccc(NC(=O)CSc2nc(=O)[nH]c3c2CCCC3)cc1	-7%	nt	?
12	COc1ccc(NC(=O)C(=O)NCCO)cc1Cl	-15%	-2%	-4%

nr	Pf growth 96h	TbPYK inhibitor	Pf growth 48h
1	?	3%	?
2	-2%	-14%	-7%
3	?	1%	8%
4	-34%[5.75 µM]	-26%	?
5	?	nt	0%
6	35%[activator]	0%	0%
7	2%	-3%	?
8	34%[activator]	2%	23%
9	-82%	0%	?
10	-16%	0%	16%
11	?	1%	?
12	20%	0%	8%

(listing goes on)
nr	Structure	Sm TGR block	LmPK inh	HCV inhibitor
13	CC(C)(C)OC(=O)[C@H](Cc1ccccc1)NC(=O)c1nc[nH]c1C(=O)N1CCN(c2ccccc2)CC1	-21%	-8%	11%
14	O=C(Cn1cnc2ccccc2c1=O)c1c[nH]c2ccccc12	-1%	-3%	-2%
15	CCN(CC)S(=O)(=O)c1ccc2c(c1)nc(SCC(=O)NC1CC1)n2-c1ccccc1OC	-2%	8%	?
16	COC(=O)c1cc(C(=O)N2CCN(c3cccc(Cl)c3)CC2)cc([N+](=O)[O-])c1	4%	6%	-22%
17	COc1cc(OC)cc(-c2nnc(SCC(=O)N3CCCc4ccccc43)o2)c1	-4%	0%	?
18	CCCCCC(=O)Nc1nc(C)c(-c2csc(Nc3cc(Cl)ccc3OC)n2)s1	-29%	1%	?
19	CC(C)CCN(Cc1ccco1)S(=O)(=O)c1ccc(-c2ccc(=O)[nH]n2)s1	-24%	-4%	?
20	COc1ccc(N=C(C)C2=C(O)CSC2=O)cc1	?	-2%	16%
21	O=C(NCc1ccco1)c1ccccc1F	45µM*	2%	0%
22	COc1ccc2nc(SCCC(=O)O)cc(C)c2c1	0%	-2%	-11%
23	N#C/C(=C\c1ccccc1)C(=O)OCC(=O)N1CCCC1	6%	-1%	3%
24	O=C(NCc1ccc(F)cc1)c1cc(-c2ccco2)on1	7%	4%	-4%

nr	Pf growth 96h	TbPYK inhibitor	Pf growth 48h
13	42%[activator]	-18%	12%
14	6.6µM*	-1%	62%[activator]
15	?	-14%	5.9µM*
16	-23%	-12%	-20%
17	nt	5%	-6%
18	3.7µM*	1%	7.4µM*
19	11%	1%	-6%
20	2%	5%	nt
21	nt	10%	4%
22	-14%	-5%	22%
23	21%	0%	9.3µM*
24	nt	0%	32%[activator]

Additional records.
nr	Structure	Sm TGR block	LmPK inh	HCV inhibitor
25	O=C(Cn1cncn1)N/N=C/c1cccc(Cl)c1	-11%	4%	-4%
26	O=C(N=C1SC2CS(=O)(=O)CC2N1c1ccc(F)cc1F)C1CC1 (stereo not given)	5%	1%	14%
27	O=C(O)c1cccc(N/N=C/c2cccc3ccccc23)c1	0%	4%	7%
28	COC(=O)C(C)(C)ONC(=O)Nc1ccccc1Br	3%	0%	-8%
29	O=C1CSC(=Nc2ccc(Cl)cc2)N1Cc1ccco1	?	1%	-13%
30	O=C(NCCCSc1ccccc1)c1cc(Br)ccc1O	7%	1%	?
31	N/C(Cc1ccc([N+](=O)[O-])cc1)=N\OC(=O)Cc1ccccc1	3%	-1%	1%
32	CC(=O)c1ccc(NC(=S)NC(=O)c2c(Cl)c(C)nn2C)cc1	-3%	4%	12%
33	COc1cccc(C2C(C#N)=C(N)SC(c3ccccc3)C2[N+](=O)[O-])c1 (stereo not given)	0%	2%	-19%
34	Cc1nc(NC(=O)c2ccco2)sc1C(=O)O	-10%	25µM*	7%
35	Cc1noc(C)c1COC(=O)CCc1nc2ccccc2s1	12%	-1%	19%
36	CC1CCN(S(=O)(=O)c2ccc(S(=O)(=O)NCc3ccccc3)cc2)CC1	-4%	-4%	9%

nr	Pf growth 96h	TbPYK inhibitor	Pf growth 48h
25	15%	-12%	6%
26	33%[activator]	-5%	24%
27	327%[activator]	-9%	167%[activator]
28	26%	5%	8%
29	-10%	3%	-16%
30	-19%	-17%	11%
31	10%	1%	16%
32	24%	3%	12%
33	19%	-7%	10µM*
34	0%	25µM*	133%[activator]
35	99%[activator]	0%	2%
36	nt	-3%	18%

New compounds follow
nr	Structure	Sm TGR block	LmPK inh	HCV inhibitor
37	O=C(NC12CC3CC(CC(C3)C1)C2)c1cc(F)c(F)cc1Cl	20%	-4%	3%
38	Cc1ccc(-n2cc(CN(C)Cc3nccn3C)c(-c3ccc(F)cc3)n2)cc1	-8%	1%	-18%
39	Cn1c(=O)c2c(n(C)c1=O)=NC1(CCCCC1)ON=2	9%	0%	10%
40	CN(CCc1ccccn1)C(=O)c1cc(COc2ccc(F)cc2F)on1	-19%	0%	27%
41	COc1ccc(C(CNC(=O)Cc2ccc(Cl)c(Cl)c2)N2CCCCC2)cc1 (stereo not given)	1%	-3%	3%
42	Cc1ccsc1/C=C1/SC(=O)N(CC(=O)N2CCCC2)C1=O	3%	-5%	-2%
43	Cc1cc(C)c(S(=O)(=O)NCc2ccc3c(c2)cc(C)n3C)c(C)c1	8%	-4%	?
44	COc1ccc(S(=O)(=O)NCc2csc(-c3cccnc3)n2)cc1	3%	-1%	16%
45	Cc1cc(C(F)(F)F)c(C#N)c(SCC(=O)NC2CC2)n1	-1%	-4%	6%
46	Cc1ccc([N+](=O)[O-])cc1NC(=O)c1ccccc1	3%	5%	11%
47	COc1ccccc1N=Nc1c(C)noc1C	33%	1%	?
48	Cc1nn(-c2ccccc2)c2sc(C(=O)N(CC(=O)NC(C)(C)C)Cc3ccco3)cc12	-21%	1%	?

nr	Pf growth 96h	TbPYK inhibitor	Pf growth 48h
37	-3%	7%	12%
38	-18%	1%	8.3µM*
39	-24%	1%	12%
40	?	1%	9%
41	2.1µM*	0%	?
42	37%[activator]	-7%	122%[activator]
43	-2%	-4%	-11%
44	-1%	-2%	91%[activator]
45	-76%	-3%	13%
46	2.1µM*	10%	11%
47	32%[activator]	1%	-8%
48	?	-9%	?

More entries
nr	Structure	Sm TGR block	LmPK inh	HCV inhibitor
49	CSCCC(=O)N1CCN(CC(=O)N2CCCC2)CC1	-5%	-6%	12%
50	O=C(CSc1nnc(Cc2cccs2)n1Cc1ccco1)Nc1ccc(Br)cc1	20µM*	0%	?
51	Cc1ccc(S(=O)(=O)N(CC(=O)N2CCN(c3ccccc3F)CC2)C2CCCCC2)cc1	-17%	9%	-9%
52	Cc1c(NC(=O)COC(=O)Cn2cc(C(F)(F)F)ccc2=O)cccc1[N+](=O)[O-]	9%	nt	18%
53	COc1ccc(C=NCCC2(O)CC(C)N(C)CC2C)cc1 (stereo not given)	-1%	-4%	20%
54	Cc1cc([N+](=O)[O-])nn1CC(=O)N1CCN(Cc2ccccc2)CC1	1%	-3%	-5%
55	COc1ccc(C2/C(=C(/O)c3ccc4c(c3)CC(C)O4)C(=O)C(=O)N2CCCN2CCOCC2)cc1OC (stereo not given)	-18%	-2%	13%
56	CCN(CC)CCn1c2ccccc2c2n[nH]c(=S)nc21	?	-4%	?
57	Cc1c(NC(=S)N/N=C/c2ccc(Br)cc2)c(=O)n(-c2ccccc2)n1C	-4%	0%	15%
58	Cn1c(=O)[nH]c(=O)c2c1nc(NCCc1ccccc1)n2CC(O)COc1ccccc1 (stereo not given)	-3%	0%	21%
59	CCn1cnc2c([N+](=O)[O-])c(NS(=O)(=O)c3ccc(C)cc3)ccc21	6%	nt	13%
60	CCCNCC1C(Oc2ccc(Cl)cc2Cl)C(=O)N1c1cccc(C)c1C (stereo not given)	11%	2%	32µM*
61	Cc1ccc(/C=N/NC(=O)C2CC(=O)N(c3ccccc3)C2)s1 (stereo not given)	-3%	-1%	-9%
62	O=C1c2ccccc2NC(c2ccccn2)N1c1ccccc1F (stereo not given)	-31%	5%	13%
63	COc1ccc(CNCCc2ccccc2F)c(OC)c1C	-14%	-3%	?

nr	Pf growth 96h	TbPYK inhibitor	Pf growth 48h
49	21%	3%	13%
50	nt	-7%	?
51	10µM*	7%	nt
52	8%	-8%	9%
53	-25%	4%	11%
54	10µM*	-1%	?
55	13%	-9%	6%
56	?	?	?
57	10%	-5%	8%
58	?	-9%	?
59	?	0%	9%
60	-7%	-15%	?
61	93%[activator]	3%	12%
62	23%	-6%	-13%
63	-6%	9%	10µM*

This is a random part of the collection; about 16% have a hit in one of these screens.
